POLB inh = qHTS Assay for Inhibitors of DNA Polymerase Beta; P06746; 1.3% of 340,000 active; AID 485314, 2010; Pol beta primer extension/strand displacement, fluorescence kinetic; Potency, µM (doses to about 114 µM), for the others: top-dose activity change, negative = inhibition, hits mostly inhibitors; note: potency is the fitted concentration of half-maximal effect; % is set by controls: 0 for no effect and ±100 for the full control effect
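Values derive from four-parameter Hill fits of normalized kinetic data: reads at 0 and 10 min following addition of 50 nM substrate to 10 nM Pol beta preincubated 15 min with compound.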
APE1 inh = qHTS Assay for Inhibitors of the Human Apurinic/apyrimidinic Endonuclease 1 (APE1). DNA repair nuclease/redox regulator APEX1 (Homo sapiens), P27695. 0.35% of 350,000 active. Potency, µM (series often up to 65.8 µM), for the others: at the highest dose activity change, negative = inhibition, hits mostly inhibitors. recombinant APE1, TAMRA/BHQ-2 abasic DNA cleavage fluorescence;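 note: potency is the fitted concentration of half-maximal effect; plate controls were vehicle for no effect and reference inhibitor for full effect; nearly all actives have a fitted effect of over 55% in size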
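Measures dequenching upon AP-site incision of a 5'-TAMRA/3'-BHQ-2 THF-containing duplex, 50 nM; human APE1 0.75 nM after 15 min room-temperature exposure to compound; kinetic three-point read at one-minute spacing.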
Pol eta inh = qHTS for Inhibitors of Polymerase Eta. recombinant Pol eta, fluorescent DNA replication assay. 1.2% of 390,000 active. AID 588591, 2011. DNA polymerase eta (Homo sapiens), Q9Y253. Potency, µM (doses to about 114 µM), for inactives: at the top dose activity change, negative = inhibition, actives largely listed as inhibitors; note: potency is the fitted concentration of half-maximal effect; % is set by controls: 0 for no effect and ±100 for the full control effect
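Pol eta at 10 nM preincubated with compounds 15 min at room temperature; reaction started with fluorescent substrate (50 nM final) and read kinetically at 0 and 10 min.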
Pol kappa inh = qHTS for Inhibitors of Polymerase Kappa; DNA polymerase kappa (Homo sapiens), Q9UBT6; purified Pol kappa, fluorescent DNA synthesis assay, 10 min; Potency, µM (doses to about 107 µM), for the others: at the top dose activity, negative = inhibition, usual class: inhibitors; 0.53% of 400,000 active; AID 588579, 2011; note: potency is the fitted concentration of half-maximal effect; % is set by controls: 0 for no effect and ±100 for the full control effect
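Activity was followed as the change in fluorescence between reads at 0 and 10 min after starting the reaction with 50 nM substrate. Beforehand, 10 nM polymerase had been preincubated with compound for 15 min at room temperature.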
Anesthetic bind = qHTS Assay for Identification of Novel General Anesthetics | Potency, µM (highest dose often 77.5 µM), inactives show at the top dose activity change, negative = displacement, actives largely listed as inhibitors | 0.074% of 350,000 active | apoferritin/1-aminoanthracene competitive binding, fluorescence; note: potency is the fitted concentration of half-maximal effect; % is set by controls: 0 for no effect and ±100 for the full control effect; nearly all actives have a fitted effect of over 20% in size
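Apoferritin-based anesthetic binding model; compound displacement of fluorescent 1-AMA measured as endpoint fluorescence after 10 minutes at room temperature, scaled to free-ligand and complex controls.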
BLM inh = qHTS Assay for Inhibitors of Bloom's syndrome helicase (BLM); RecQ-like DNA helicase BLM (Homo sapiens), P54132; Potency, µM (top dose mostly 56.1 µM), inactives show at the top dose activity change, negative = inhibition, hits mostly inhibitors; recombinant BLM DNA unwinding, fluorescence dequenching; 0.2% of 350,000 active;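 note: potency is the fitted concentration of half-maximal effect; plate controls were vehicle for no effect and no enzyme for full effect; nearly all actives have a fitted effect of over 35% in size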
Glioma ERSR ind = qHTS for Inducers of the Endoplasmic Reticulum Stress Response (ERSR) in Human Glioma: qHTS; U87-MG GRP78 promoter luciferase reporter, 16 h; Potency, µM, without a hit: at the top dose activation, hits mostly activators; 0.02% of 420,000 active; AID 602332, 2012; note: potency is the fitted concentration of half-maximal effect; series mostly up to about 76 µM; % of control where 0% means no effect; nearly all actives have a fitted effect of over 35% in size
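ERSR induction read as luciferase luminescence (Bright-Glo, 10 min at room temperature) in stably transfected human U87-MG glioma cells exposed to compounds for 16 h, using GRP78 as sensor.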
POLI inh = qHTS for Inhibitors of Polymerase Iota; DNA polymerase iota (Homo sapiens), Q9UNA4; Pol iota fluorescent replication assay, 10 min; Potency, µM (top dose mostly 115 µM), for the others: at the highest dose activity, negative = inhibition, most hits filed as inhibitors; 1% of 390,000 active; note: potency is the fitted concentration of half-maximal effect
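Pol iota at 10 nM preincubated 15 min with compounds at room temperature; reaction started with fluorescent substrate, 50 nM final. Fluorescence read kinetically at 0 and 10 min; buffer-only wells as negative control.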
LDHA block = qHTS assay for inhibitors of human lactate dehydrogenase. L-lactate dehydrogenase A chain (Homo sapiens), P00338. purified LDHA, NADH/diaphorase-resazurin fluorescence; hits give low values. activity change, % (values are at about 110 or 230 µM). 0.15% of 480,000 active. AID 1347041, 2019; in the data active = activity change below about -30%; inconclusive = mostly about -25% to -30%;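 note: plate controls were DMSO wells for no effect and wells without enzyme for full effect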
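LDH5 2 nM; NADH 0.06 mM, pyruvate 0.2 mM; 200 mM Tris pH 7.4, EDTA, Tween-20; 5 min RT. Detection: diaphorase 0.133 mg/mL + resazurin 37 µM, fluorescence ex540/em590 at 0 and 20 min; normalized to enzyme-free and DMSO wells.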
Starred values were filed as active, the others as inactive; u = inconclusive; x = no result given; & = joins results of further samples; [ ] = remark or other dose. Unless noted, calls come from the whole dose curve; as a rule, active = well fitted curve in the direction sought with a large enough effect; inconclusive = small, poorly fitted or top-dose-only effect, or another doubt; inactive = no such curve, though single readings can be large; an effect the other way counts as inactive or inconclusive.

SMILES | POLB inh | APE1 inh | Pol eta inh | Pol kappa inh | Anesthetic bind | BLM inh | Glioma ERSR ind | POLI inh | LDHA block
CC(C)(C)NC(=O)CN(Cc1ccc2c(c1)OCO2)C(=O)CCC(=O)Nc1nccs1 | -12% | 7% | -24% | -8% | -3% | -3% | -4% | 40%[activator] | -4
Cc1cccc(C)c1NC(=O)c1sc(Cl)nc1C | 90% | 1% | -20% | 2% | -6% | -1% | -2% | 24% | -4
COc1ccccc1C(=O)COC(=O)Cn1c(C)csc1=O | x | 4% | -19% | 3% | x | x | 0% | 9% | -6
O=C(CSc1nnc2c(n1)[nH]c1ccc(S(=O)(=O)N3CCOCC3)cc12)Nc1ccccc1Cl | 0% | 0% | 6% | 2% | -17% | -6% | 0% | -9% | 1
O=C(NCc1ccncc1)c1ccc(Cn2cc(C(F)(F)F)ccc2=O)cc1 | 8% | -2% | 5% | 0% | -12% | -6% | 0% | 21% | -12
Brc1ccc(-c2nc(-c3ccncc3)no2)cc1 | 0% | 7% | -3% | 20% | -2% | -3% | 1% | 32%[activator] | 1
O=C1[C@H](Cc2ccccc2)NCC=CC[C@@H](c2ccco2)N1Cc1ccccc1 | x | x | -8% | -4% | x | x | -4% | 10% | -3
Cc1c(-c2cc(C(=O)O)no2)cnn1C | 4% | 4% | -13% | -7% | -13% | -5% | -1% | 93%[activator] | -9
CC(=O)c1ccc(N2CCN(C(=O)c3cc(C)on3)CC2)cc1 | 2% | 2% | -9% | -1% | 0% | 4% | 1% | -9% | 2
Cc1ccc(S(=O)(=O)N(C)C)cc1NC(=S)NCCCn1ccnc1 | 27% | -6% | u | -9% | -8% | 1% | 7% | 26% | -6
Cc1ccc(NS(=O)(=O)c2cccc(C(=O)O)c2)c(C)c1 | -7% | -3% | -10% | -2% | -9% | 0% | -4% | -20% | -6
Cc1ccc(-c2nc(=O)[nH]c3ccc(Br)cc23)cc1 | 3% | 10% | -20% | -10% | 2% | -1% | 3% | 85%[activator] | -6
COC(=O)c1ccc(/C=C2/C(=O)Oc3ccccc32)cc1 | 19% | 3% | -18% | 11% | -7% | -9% | -4% | 39%[activator] | -3
CN(Cc1ccccc1)C(=O)CSc1c2c(nc3ccc(Cl)cc13)CCCC2 | 0% | x | -3% | 4% | u | 2% | -11% | -5% | -6
COc1ccc(C(=O)c2cc([N+](=O)[O-])ccc2N2CCN(C)CC2)cc1 | 13% | 9% | -3% | -13% | -10% | 2% | -4% | 39%[activator] | -4
CCn1cc(C(=O)OCC(=O)OC2CC(C)CCC2C(C)C)c(=O)c2ccc(C)nc21 (centres undefined) | 0% | 0% | -15% | -28% | -19% | -10% | -13% | 24% | 1
CC(C)(C)NC[C@H](O)COc1cccc2c1CCCC2=O | x | 29% | -10% | -6% | -2%&-3%[29.3 µM] | 3%&-7%[21.4 µM] | 0%&-4%&-4% | -7% | -2
COC(=O)c1ccccc1NC(=O)CSc1nnc(-c2ccc(C)cc2)o1 | -8% | 2% | x | x | 0% | 0% | x | x | x
Cc1ccccc1C(=O)NC(CC(C)C)C(=O)Nc1ccc(F)c([N+](=O)[O-])c1 (centres undefined) | -3% | -6% | 0% | -14% | -18% | -3% | -4% | 143%[activator] | -7
COc1ccc(N2CCN(C(=O)CSc3ncn[nH]3)CC2)cc1 | x | 5% | -13% | -8% | x | x | -2% | -5% | -1
COCc1nnc(NC(=O)CS(=O)(=O)c2ccc(C)cc2)s1 | 28% | 23% | -14% | 3% | 5% | -1% | 0% | 58%[activator] | -2
Nn1c(SCC(=O)Nc2ccccc2F)nnc1-c1cccs1 | x | 25% | -11% | 5% | x | x | 0% | 59%[activator] | -5
CCOC(=O)Cc1cn2c(=O)cc(CSCC(=O)Nc3ccc(C)c(C)c3)nc2s1 | u | -2% | 89µM* | -20% | -13% | -10% | 1% | u | 4
O=C(NCc1cccs1)c1cc(-c2ccncc2)nc2ccc(Br)cc12 | 40µM* | 1% | x | x | u | -13% | x | x | x
COC(=O)[C@@]1(Cc2ccc(OC)cc2)[C@H]2c3cc(C(=O)N4CCCC4)n(Cc4ccc(OC)c(OC)c4)c3C[C@H]2CN1C(=O)c1ccccc1 | -25% | -9%&-3% | x | x | -7%&-1% | -9%&-6% | x | x | x
O=C(CCN1C(=O)c2ccccc2S1(=O)=O)N1CCN(c2cccc(Cl)c2)CC1 | x | 0% | -4% | -1% | x | x | -2% | u | -8
NC(=O)CC(NC(=O)Cc1cccc2ccccc12)c1ccc(N2CCN(c3ccc(F)cc3)CC2)c([N+](=O)[O-])c1 (centres undefined) | 3% | 2% | -13% | 4% | -6% | -1% | -4% | -6% | -2
Cc1cc(N2CCN(c3ccccc3)CC2)n2c(n1)nc1ccccc12 | -24% | 3% | -11% | -6% | -9% | 1% | -2% | 24% | -9
O=C(CSc1nnc(CNc2ccc(F)cc2)o1)OC1CCCCC1 | 22% | 8% | -7% | -11% | u | -2% | 1% | 8% | -12
CCC(=O)C1=C(c2ccc(F)cc2)N(C(=O)CC)n2c(nnc2C2CCCCC2)S1 | -2% | x | -15% | 0%[60.1 µM] | 2% | -6% | -1% | -4% | 1
O=C(N/N=C/c1ccc(O)c2ncccc12)c1cccc(Br)c1 | -20% | -11% | -18% | -10% | -19% | -9% | 5% | 53%[activator] | 16
CC1=C(C(=O)OCc2ccccc2)C(c2ccccc2)NC(=O)N1 (centres undefined) | 2% | -4% | -19% | 6% | -9% | -8% | -4% | 41%[activator] | 4
Nc1c(N(Cc2ccco2)C(=O)c2ccccc2F)c(=O)[nH]c(=O)n1Cc1ccccc1 | x | 12% | -14% | -11% | x | x | -3% | 31%[activator] | -10
Cc1ccccc1NC(=O)C(=O)NCCCN1CCOCC1 | 3% | 5% | -6% | -10% | -6% | 0% | 0% | 40%[activator] | -9
O=C(NCc1ccccn1)C(=O)Nc1cc2c3c(c1)CC(=O)N3CCC2 | x | 3% | -14% | -19% | x | x | -2% | u | -3
c1ccc(-c2noc(-c3ccc4ccccc4c3)n2)cc1 | 31% | 0% | -12% | -5% | -6% | -4% | -5% | 25% | 0
COc1cc(C(=O)NCc2nnc(SCC(=O)Nc3cccc(C(F)(F)F)c3)o2)cc(OC)c1OC | -2% | 4% | -14% | -22% | -8% | -6% | 2% | 10% | -3
CC1CCCN(C(=O)c2cc3c(=O)n(C)c4ccccc4c3s2)C1 (centres undefined) | 1% | x | -1% | -2% | 0% | 5% | -1% | 26% | -1
O=C(CCNS(=O)(=O)c1cccs1)NCc1ccco1 | 2% | -2% | u | -39% | -10% | -4% | -1% | u | -1
Cc1cc2ccccc2c(=O)n1CC(=O)NCC(=O)N1CCN(c2ccccc2F)CC1 | 3% | -6% | -8% | 1% | -7% | -15% | -1% | 0% | 1
O=C1c2ccccc2S(=O)(=O)c2cc(C(=O)N3CCN(c4ccc(Cl)cn4)CC3)ccc21 | x | x | -6% | -8% | x | x | -3% | 59%[activator] | -6
O=C(O)C(O)(c1ccccc1)C(O)c1ccccc1 (centres undefined) | x | x | -8% | -2% | x | x | -4% | -28%[58.9 µM] | -9
CCc1nn2c(NCCOC)cc(C)nc2c1-c1ccc(F)cc1 | -7% | -7% | -6% | -5% | -9% | -9% | 3% | 34%[activator] | 1
COc1ccccc1OCCNC(=O)CNC(=O)c1ccc(Cl)c(Cl)c1 | x | -8% | -3% | -14% | x | x | -2% | 19% | -3
COc1ccc(C2C=C(c3ccccc3)Nc3nc(NC(=O)/C=C/c4ccc(Cl)cc4)nn32)cc1 (centres undefined) | -1% | x | -24% | 5% | -11% | 1% | -2% | 22% | -1
O=C(CSc1ccc(-c2ccc(F)cc2)nn1)N1CCCCC1 | 5% | -2% | -13% | 0% | -22% | -1% | 5% | 4% | 6
Cc1cc(NC(=O)Cn2nc(C(F)(F)F)c3c2CCCC3)no1 | -12% | 1% | -17% | -6% | 3% | -5% | -3% | -15% | -3
COc1ccccc1NC(=O)C(O)C(O)C(=O)Nc1ccccc1OC (centres undefined) | 2% | -2% | -12% | -4% | 3% | 0% | -4% | 8% | -1
Cc1cccc(-n2nnc(C(=O)NCc3ccc4c(c3)OCO4)c2N)c1 | 5% | -2% | -7% | -11% | u | -6% | -2% | 2% | -2
COc1cccc(CN2CCN(Cc3ccc4cccc(F)c4n3)CC2CCO)c1 (centres undefined) | 21% | 17% | -12% | 11% | -10% | 3% | -1% | 35%[activator] | 0

Single entries from the list:
In POLI inh, `CC1CCCN(C(=O)c2cc3c(=O)n(C)c4ccccc4c3s2)C1` (centres undefined) is listed with 26%
In POLI inh, `CCc1nn2c(NCCOC)cc(C)nc2c1-c1ccc(F)cc1` is listed with 34%[activator]

(further entries)
SMILES | POLB inh | APE1 inh | Pol eta inh | Pol kappa inh | Anesthetic bind | BLM inh | Glioma ERSR ind | POLI inh | LDHA block
S=C(c1ccc(-c2cccc(Cl)c2)o1)N1CCCCC1 | -2% | -6% | -9% | 0% | -22% | -10% | 2% | 61%[activator] | -7
Cc1c(C(=O)N2CCCC2)oc2c1-c1[nH]ncc1CC2 | 11% | -7% | -1% | 5% | -3% | -1% | 1% | 18% | 9
CCC(=O)c1c[nH]c(C(=O)NCc2ccco2)c1 | -2% | 8% | -15% | -1% | 0% | 0% | -1% | 9% | -3
O=C(N/N=C/c1ccc(OC(=O)c2ccccc2Cl)cc1)c1ccc(O)cc1 | 17% | 15% | -13% | -1% | u | 1% | -3% | u | 2

Pol eta inh: hit marks shown above.
mol,APE1 inh,Pol eta inh,Pol kappa inh,Anesthetic bind,BLM inh,Glioma ERSR ind,POLI inh
CCOC(=O)Cc1cn2c(=O)cc(CSCC(=O)Nc3ccc(C)c(C)c3)nc2s1,-2%,89µM*,-20%,-13%,-10%,1%,u

Bioassay records deposited in PubChem BioAssay by National Center for Advancing Translational Sciences (NCATS).

Some of the compounds tested; rates above refer to the full screens.
